Rev-RRE block: HIV-1 Rev-RRE binding inhibitors, primary screen, biochemical, FRET, protein-RNA interaction; Rev peptide-RRE RNA binding; actives 0.79% (n = 97,000); AID 704, 2007; P05866; inhibition, % at 8 µM;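 active means inhibition above the screen-wide mean plus 3 SD, cut at about 35% in these data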;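 further: 0% = median DMSO wells and 100% = median Neomycin B control wells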
Target sequence (P05866 whole entry, looked up): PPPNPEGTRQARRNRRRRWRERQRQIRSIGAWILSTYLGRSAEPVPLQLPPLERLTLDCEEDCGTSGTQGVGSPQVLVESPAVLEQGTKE
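Material: labelled RRE RNA duplex and labelled Rev peptide / Buffer or medium: HEPES pH 7.5 salt buffer with EDTA / Compound dosing: single point, 8 µM final nominal compound concentration / Benchmarks: DMSO low control, neomycin B high control / Timing: 5 min preincubation and 15 min binding, 25 °C / Technique: FRET fluorescence readout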
PostGolgi yeast: phenotypic screen on post-Golgi transport, primary screen; inhibition, % at 10 µM; post-Golgi transport phenotypic cell assay; AID 739, 2007; actives 0.9% (n = 98,000);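 further: yeast cells grown in 1536-well plates; yeast grown about 18 h at 30C before absorbance read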
PTPN22 act: LYP phosphatase activators, primary screen, biochemical, DiFMUP fluorescence, 2 µM; Tyrosine-protein phosphatase non-receptor type 22 (Homo sapiens), Q9Y2R2; recombinant LYP; 0 = plate median, 100 = signal doubled; activation, % at 2 µM; actives 0.11% (n = 96,000); AID 697, 2007;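 active means activation at 2 µM above a set limit, the mean plus 5 SD, cut at about 37% in these data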
Target sequence (Q9Y2R2 whole entry, looked up): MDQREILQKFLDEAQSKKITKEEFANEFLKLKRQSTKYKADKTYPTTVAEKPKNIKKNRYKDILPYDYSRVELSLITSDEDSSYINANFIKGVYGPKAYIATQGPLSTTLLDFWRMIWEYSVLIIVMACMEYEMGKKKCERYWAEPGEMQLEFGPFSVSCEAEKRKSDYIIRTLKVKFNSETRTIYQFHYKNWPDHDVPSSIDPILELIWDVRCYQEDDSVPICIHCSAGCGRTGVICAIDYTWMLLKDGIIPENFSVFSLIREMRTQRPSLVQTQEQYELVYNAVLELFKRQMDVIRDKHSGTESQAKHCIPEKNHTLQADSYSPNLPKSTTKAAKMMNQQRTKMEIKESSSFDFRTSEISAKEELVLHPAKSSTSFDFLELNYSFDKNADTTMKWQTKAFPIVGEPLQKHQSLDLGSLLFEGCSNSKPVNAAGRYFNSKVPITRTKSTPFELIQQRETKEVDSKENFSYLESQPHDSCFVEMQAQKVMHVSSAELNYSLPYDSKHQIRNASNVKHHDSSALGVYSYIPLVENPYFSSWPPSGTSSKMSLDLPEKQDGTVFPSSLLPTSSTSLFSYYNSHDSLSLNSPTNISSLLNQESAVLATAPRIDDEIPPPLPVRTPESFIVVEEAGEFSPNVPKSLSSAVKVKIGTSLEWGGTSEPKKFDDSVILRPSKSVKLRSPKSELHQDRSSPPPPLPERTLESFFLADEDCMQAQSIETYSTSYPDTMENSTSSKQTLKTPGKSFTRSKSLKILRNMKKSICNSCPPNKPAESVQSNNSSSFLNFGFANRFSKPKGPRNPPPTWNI
S1P2 ag: S1P2 receptor agonists, primary screen, cell-based | Sphingosine 1-phosphate receptor 2 (Homo sapiens), O95136 | S1P2-expressing cell line, agonist reporter read-out | activation, % at 4.5 µM | actives 0.46% (n = 97,000); in the data active means activation above about 16%;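 further: 0% = vehicle low control and 100% = maximal reference agonist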
EphB4 antag: EphB4-ephrin-B2 interaction antagonists, primary screen, biochemical, TNYL-RAW peptide probe, fluorescence polarization | inhibition, % at 7 µM | actives 0.15% (n = 97,000) | Ephrin type-B receptor 4 (Homo sapiens), P54760 | EphB4 LBD / TNYL-RAW-Alexa532 peptide;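 active means inhibition above the screen-wide mean inhibition plus 3 SD, cut at about 15% in these data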;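 further: 0% = DMSO wells and 100% = excess unlabeled TNYL-RAW peptide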
LYP inh 2: PTPN22 phosphatase inhibitors, primary screen, biochemical, DiFMUP fluorescence, 2 µM. actives 0.21% (n = 96,000). Tyrosine-protein phosphatase non-receptor type 22 (Homo sapiens), Q9Y2R2. AID 640, 2007. recombinant LYP catalytic domain. inhibition, % at 2 µM;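 active means inhibition at 2 µM at or above a set limit, the screen mean plus 3 SD, cut at about 24% in these data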;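 further: 0% = DMSO with enzyme and 100% = enzyme fully blocked by orthovanadate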
PostGolgi ctrl: growth inhibition of yeast control strain, primary screen, counter-screen for post-Golgi transport modulator project; efflux-deficient yeast background strain, growth absorbance A615, 16 h; inhibition, % at 10 µM; actives 5% (n = 98,000)
S1P2 blocker: human S1P2 receptor antagonists, primary screen, cell-based; Sphingosine 1-phosphate receptor 2 (Homo sapiens), O95136; cell-based S1P2 antagonist assay, inhibition at 5 uM; inhibition, % at 5 µM; actives 0.21% (n = 97,000); AID 736, 2007; in the data active means inhibition above about 45%;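 further: CRE beta-lactamase reporter cells expressing human S1P2 stimulated with S1P; 0% = agonist at EC80 alone and 100% = agonist plus reference antagonist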
FAK blocker: FAK kinase inhibitors, primary screen, biochemical; AID 727, 2007; inhibition, %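 (tested at 7 µM)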; Focal adhesion kinase 1 (Homo sapiens), Q05397; biochemical FAK kinase activity assay; actives 0.84% (n = 97,000); in the data active means inhibition above about 19%;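 further: 0% = DMSO and 100% = reference compound high control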
* marks the source's active call; other numbers are inactive results; . = no result given; [ ] = remark or other dose. Unless noted, no stated cut-off is given here; in the data, active means inhibition above about 30%; inactive means the rest. Random draw from the library. About 7% of those tested had a hit in this group.

A first look, 4 compounds:
SMILES	Rev-RRE block	PostGolgi yeast	PTPN22 act	S1P2 ag	EphB4 antag	LYP inh 2	PostGolgi ctrl	S1P2 blocker	FAK blocker
COCCOC(=O)C1=C(C)NC2=C(C(=O)CC(C)(C)C2)C1c1ccc(N(C)C)cc1 (stereo not drawn)	-3	1	5	-5	-2	-7	-10	7	0
CC1Cn2c(COc3ccccc3)nnc2S1 (stereo not drawn)	8	1	-6	-1	-2	4	8	-6	4
Cc1nnc(NC(=O)c2ccccc2C(=O)O)s1	6	-3	1	-7	-1	0	-4	2	2
N#Cc1nc(Cc2cccc3ccccc23)oc1NCc1ccc2c(c1)OCO2	15	-2	-1	-5	4	-1	30	1	5

Results, from the first entry:
SMILES	Rev-RRE block	PostGolgi yeast	PTPN22 act	S1P2 ag	EphB4 antag	LYP inh 2	PostGolgi ctrl	S1P2 blocker	FAK blocker
COCCOC(=O)C1=C(C)NC2=C(C(=O)CC(C)(C)C2)C1c1ccc(N(C)C)cc1 (stereo not drawn)	-3	1	5	-5	-2	-7	-10	7	0
CC1Cn2c(COc3ccccc3)nnc2S1 (stereo not drawn)	8	1	-6	-1	-2	4	8	-6	4
Cc1nnc(NC(=O)c2ccccc2C(=O)O)s1	6	-3	1	-7	-1	0	-4	2	2
N#Cc1nc(Cc2cccc3ccccc23)oc1NCc1ccc2c(c1)OCO2	15	-2	-1	-5	4	-1	30	1	5
COc1ccc(C2(C)NC(=O)N(CC(=O)Nc3ccc4c(c3)OCO4)C2=O)cc1OC (stereo not drawn)	5	-3	-5	-4	4	8	-2	-13	2
Cc1ccc(NC(=O)Nc2ccc3c(c2)N(C)C(=O)CS3)nc1	1	.	-14	-10	-7	17	.	30	9
O=C1CCCN1CCCNS(=O)(=O)c1ccc(Cl)c(C(=O)N2CCOCC2)c1	7	-3	1	-3	0	-2	-2	3	-2
COC(=O)CN1C(=O)C2(C(C#N)=C(N)Oc3n[nH]c(-c4cccs4)c32)c2ccccc21 (stereo not drawn)	7	16	0	-4	4	4	0	-4	-2
COc1cc(C2C(C(C)=O)=C(O)C(=O)N2CCN2CCOCC2)ccc1O (stereo not drawn)	9	-4	9	-3	-6	-8	17	7	1
COc1ccc(C(=O)NC(=S)Nc2nc(C)c(C(=O)N(C)C)s2)cc1	6	-3	0	0	4	3	0	10	-2
CCN1C(=O)/C(=C/c2c(C)nn(C)c2C)SC1=S	18	7	10	-3	-7	-6	21	-23	6
CCn1c(SCC(=O)Nc2ccccc2OC)nnc1-c1cnccn1	1	3	-4	-7	5	0	11	9	-3
COc1ccc(S(=O)(=O)N2CCC(C(=O)Nc3nnc(CCN4CCCCC4)s3)CC2)cc1	7	23	4	-17	2	-6	8	10	-7
COCCn1cc(C(=O)N2CCN(C)CC2)c2c3ccccc3n(C)c2c1=O	9	-2	2	-2	-7	-3	3	9	-3
COCCn1c(CNc2ccc(F)cc2)nnc1SCC(=O)Nc1ccc(OC)cc1OC	4	0	-12	0	-2	12	-1	5	0
CCCCn1nc2cc(C(=O)NC[C@@H]3CCCO3)ccc2c1OCC	0	-4	-5	-12	-2	7	7	1	-2
COC(=O)c1ccc(Cn2cnc3c(cnn3-c3ccc(F)cc3)c2=O)o1	2	0	2	-5	-3	-5	19	-13	-6
O=C(c1ccco1)N1CCN(C(=O)c2ccccc2Oc2ccccc2)CC1	3	0	-9	-6	4	6	10	3	-1
Cc1nnc(NC(=O)CSc2cn(Cc3ccccc3)c3ccccc23)s1	2	-7	-10	-2	-4	8	10	-18	-7
Cc1cccc(N2CCN(S(=O)(=O)c3c(C)[nH]c(=O)[nH]c3=O)CC2)c1C	4	0	12	-5	2	-11	15	-8	1
S=c1[nH]ncn1/N=C/c1ccc(N2CCOCC2)cc1	3	-1	4	2	-5	-7	4	-9	1
O=C(OCCN1C(=O)c2ccccc2C1=O)c1cc(S(=O)(=O)N2CCOCC2)ccc1F	5	3	2	18*	0	1	9	-28	0
COc1ccc(NC(=O)CSc2ncn(-c3ccccc3)n2)cc1Cl	2	1	14	-7	-3	-11	18	1	-5
COc1ccccc1NC(=O)CSc1nnc(Cc2cccn2C)n1-c1ccc(F)cc1	1	-2	0	-8	6	-2	12	16	-2
CCC(=O)Oc1ccc(-c2cnc3ccccc3n2)cc1	10	-2	8	-7	-1	-5	-1	9	8
N#C/C(C(=O)Oc1ccccc1)=C1\C=CC=CN1	4	-3	-5	-7	-1	3	-5	14	3
CCOc1ccc(-c2nc(N)nc(C)c2-c2ccc(OC)c(OC)c2)c(O)c1	3	5	-2	-3	-3	1	16	2	5
CCc1ccc2oc(=O)cc(CN3CCC(C)CC3)c2c1	8	-7	-2	-9	0	0	7	2	0
CC(C)COc1ccc(CNC(=S)N/N=C/c2ccc([N+](=O)[O-])cc2)cc1	-3	-7	-6	-8	4	6	3	4	2
Cc1cccc(C(=O)OCc2cc3ccccc3[nH]c2=O)c1	14	7	-6	-10	5	4	15	-7	-1
O=C(CSc1nnc2n(C3CCCC3)c(=O)c3ccccc3n12)N1CCCCCC1	10	-3	2	-1	4	-3	5	-6	2
CCN1CCCC1CNC(=O)COc1cc(=O)n(C)c2ccccc12 (stereo not drawn)	4	-1	2	-4	0	-4	0	5	5
CCN1CCN(c2ncnc3c2nnn3Cc2ccccc2)CC1	1	1	0	-3	-5	-3	-5	15	0
Cc1ccc(C)c(C(=O)Cn2ncc(Cl)c(Cl)c2=O)c1	-6	18	-1	-9	-1	5	18	20	-1
CCOc1ccccc1OCCOc1ccccc1CC	17	-14	2	-6	1	0	17	-27	5
CC1(C)Cc2c(c(N3CCCC3)[nH]c(=S)c2C#N)CO1	10	-15	4	-2	-6	-1	0	12	0
CCn1c(CNC(=O)COC)nc2ccccc21	8	-2	-1	2	6	-3	6	-22	-6
COc1ccccc1NC(=O)CN1CCC(n2nnc3cc(F)ccc32)CC1	14	-1	6	8	-2	-8	12	-5	1
COC(=O)CSc1nnc(-c2cccnc2)o1	7	2	-4	-5	8	4	2	8	0
Cc1cc(C(F)(F)F)nn1CC(=O)Nc1cccnc1	10	3	-1	-4	4	1	3	5	8
CC(C)Oc1ccc(C(=O)NC2(C(F)(F)F)N=C3SCCN3C2=O)cc1 (stereo not drawn)	1	4	8	-4	1	-8	26	7	0
CCCOc1ccc(N)cc1N	101*[fluorescence artefact?]	0	-4	-9	11	3	1	18	22*
COc1ccc2[nH]c3c(c2c1)CN(C)CC3	6	-2	-3	-2	-3	2	-3	8	-1
CCC1c2ccc(C)n2CCN1C(=O)Nc1ccccc1OC (stereo not drawn)	12	.	-1	0	-2	4	.	5	6
CCOC(=O)N1CCC(NC(=O)C2CCN(C(=O)N3CC(C)Oc4ccccc43)CC2)CC1 (stereo not drawn)	0	-1	5	-2	1	-6	-1	1	0
O=c1c(CN2CCN(Cc3ccccc3)CC2)coc2ccc(Cl)cc12	5	-5	1	0	-11	-3	4	11	1
Cc1cc(C(=O)Cn2nnc3ccccc3c2=O)c(C)n1-c1c(C)n(C)n(-c2ccccc2)c1=O	-6	-5	6	-2	-3	-6	0	-29	-2
CCOC(=O)CSc1nc2cc(C)ccc2cc1C#N	14	1	4	-2	0	-6	7	-22	4
N#Cc1ccc(CSc2ncnc3c2cnn3Cc2ccccc2)cc1	10	-1	-14	-8	-8	14	39*	-2	-2
O=C1CC(Nc2ccc(N3CCOCC3)cc2)C(=O)N1C1CCCCC1 (stereo not drawn)	-1	.	0	-2	0	0	.	6	-1
Other records follow:
SMILES	Rev-RRE block	PostGolgi yeast	PTPN22 act	S1P2 ag	EphB4 antag	LYP inh 2	PostGolgi ctrl	S1P2 blocker	FAK blocker
CSc1nc(Cl)cc(N(CCO)CCO)n1	7	12	11	-2	-5	-6	-9	-6	-5
COC(=O)C1=C(O)CSC1=Nc1cccc(C(F)(F)F)c1	0	20	-7	-4	0	2	10	11	-1
CCOC(=O)c1c(C)n(-c2ccc(C)cc2)c2c(CC(C)=O)c(Br)c(OC)c(O)c12	9	-2	4	-3	4	-8	-4	-4	-3
Cn1c(=O)cc(OCCCC(=O)NCCCN2CCN(Cc3ccccc3)CC2)c2ccccc21	7	20	-4	-3	0	6	23	16	3
COC(=O)c1ccccc1NC(=O)CSc1nnc(-c2cccc(NC(C)=O)c2)n1C	5	4	2	-1	-8	-4	7	-12	-3
Cc1cccc(NC(=O)c2sc(Cl)nc2-c2ccccc2)c1	13	22	-5	-2	5	8	-4	1	1
Cc1sc(N/N=C/c2cccnc2)nc1-c1ccc(Cl)cc1	8	-2	-6	-5	-4	11	-4	-8	0
Cc1ccc(C(=O)Nc2nc(=O)n(C(=O)c3ccccc3C)s2)cc1	3	-7	13	1	1	-13	-8	2	0
O=C1N=c2ccccc2=C1c1sc(=S)n(CC2CCCO2)c1O (stereo not drawn)	6	-4	-9	-1	-6	8	1	0	-1
O=S(=O)(c1ccc(Nc2ccc(-c3ccc4c(c3)OCCO4)nn2)cc1)N1CCCC1	5	-14	12	-4	-1	-10	13	5	-1
CCOC(=O)NCN1C(=O)C2C3C=CC(C3)C2C1=O (stereo not drawn)	2	0	-9	0	-3	6	7	-19	-10
Cc1cccc2cc(CN(Cc3ccccc3)C(=O)c3cccc(F)c3)c(Cl)nc12	8	-4	-13	-7	3	16	21	17	8
Cc1nc(N2CCOCC2)c2oc3ccccc3c2n1	3	3	11	-3	1	-12	12	-14	7
Cn1c(=O)c2cc(S(=O)(=O)NCCC(=O)NCCc3ccc(Cl)cc3)ccc2n(C)c1=O	0	-5	-7	-2	-5	8	-8	11	4
COC(=O)c1[nH]c2c(c1C)C(=O)CC(c1cccs1)C2 (stereo not drawn)	3	18	9	0	-4	-6	17	-27	12
CCOc1cc(-c2noc(-c3cccnc3)n2)ccc1OC	3	24	1	-6	1	-5	7	-9	-2
CCCN(CCC)CCCNC(=O)CS(=O)Cc1nc(-c2ccc(OC)c(OC)c2)oc1C (stereo not drawn)	-1	12	8	-3	4	-10	0	-5	2
CC1=NC(=O)C(N=Nc2ccccc2C)N1c1ccccc1 (stereo not drawn)	9	.	5	-10	5	-4	.	12	-1
Cc1ccc2nc(NCCO)nc(-c3ccccc3)c2c1	9	5	-10	-3	-7	10	13	-34	5
COc1ccc(/C=C2/N=C3CCCCCN3C2=O)cc1OC	4	.	5	-1	-3	-8	.	-1	-2
CCc1c(C(=O)NC2CCCC2)csc1C	2	4	3	-19	4	-3	15	1	0
Cn1c(N)c(C(=O)COC(=O)C2(c3cccc(F)c3)CCCC2)c(=O)n(C)c1=O	14	13	-12	-5	8	11	13	7	-1
Cc1ccc(N(C(C)C(=O)N2CCC(C)CC2)S(C)(=O)=O)cc1C (stereo not drawn)	1	-28	-1	-1	-1	-3	21	-18	-2
Cn1c(Cc2cccc3ccccc23)nnc1SCC(=O)N1CCN(c2ccccc2)CC1	8	-10	7	-3	10	-4	8	21	-2
COCCNC(=O)c1cn(Cc2c(F)cccc2Cl)nn1	8	7	-3	-6	9	5	4	23	5
Cc1nnc(SCCCn2c(N3CCN(c4ccccc4)CC3)nc3c2c(=O)[nH]c(=O)n3C)s1	8	1	0	-1	-5	0	-5	8	0

Screens as filed in PubChem.
